KB-V1 cytotox: kills drug-selected multidrug resistant KB-V1 cells; KB-V1 MDR cells viability, CellTiter-Glo, 72 h; Potency, µM (top dose mostly 46.1 µM), for the others: at the top dose activity change, negative = cytotoxicity, most hits filed as cytotoxic; 400,000 tested, 3.4% active; AID 1347076; note: % is set by controls: 0 for no effect and ±100 for the full control effect; nearly all actives have a fitted effect of over 60% in size
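Cytotoxicity toward P-gp-expressing KB-V1 cells was determined as loss of CellTiter-Glo luminescence after 72 h at 37 degrees C. Compounds were tested in quantitative HTS format across a concentration range, with curves fitted to normalized data.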
KB-3-1 cytotox: kills parental KB-3-1 adenocarcinoma cells. KB-3-1 viability, CellTiter-Glo ATP luminescence, 72 h. Potency, µM (highest dose often 46.1 µM), without a hit: at the top dose activity change, negative = cytotoxic, hits mostly cytotoxic. 400,000 tested, 1.4% active; note: % is set by controls: 0 for no effect and ±100 for the full control effect; nearly all actives have a fitted effect of over 60% in size
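Parental KB-3-1 adenocarcinoma cells in phenol-red-free DMEM with 10% FBS were pin-treated with compounds at several concentrations, incubated 72 h at 37 °C, and viability read by CellTiter-Glo luminescence; concentration-effect curves were fitted after normalization.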
HT1080-NT tox: kills 2HG-producing HT-1080-NT fibrosarcoma cells; HT-1080-NT fibrosarcoma viability, CellTiter-Glo ATP luminescence, 48 h; Potency, µM (series often up to 46.1 µM), without a hit: at the highest dose activity, negative = less viability, hits mostly cytotoxic; 360,000 tested, 1.6% active;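 note: NT is the 2HG producing partner of a matched IDH1 knockdown line; 0% = DMSO-treated cells and -100% = media-only wells without cells; nearly all actives have a fitted effect of over 55% in size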
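750 cells/well, RPMI + 5% FBS; 2 h settle, compound pin-transfer, 48 h at 37 degrees C. CellTiter-Glo 10 min RT, luminescence. Normalized to DMSO and media-only wells.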
HT1080 IDH1KD tx: kills HT-1080 cells with IDH1 knockdown | HT-1080 IDH1 knockdown viability, ATP luminescence, 48 h | Potency, µM (titrated, usually from 46.1 µM), without a hit: at the top dose activity, negative = toxicity, actives largely listed as cytotoxic | 360,000 tested, 2% active;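 note: 0% = DMSO wells and -100% = cell-free medium wells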
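Viability of IDH1-knockdown HT-1080 fibrosarcoma cells was assessed by CellTiter-Glo after 48 h at 37 °C with titrated compound; concentration-effect curves were classified by fit quality and response size.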
GLP1R inv ag: inverse agonists of human GLP-1 receptor; HEK293 GLP-1R CRE-luciferase, luminescence, 24 h; GLP-1R form is constitutively active; 410,000 tested, 1.6% active; Potency, µM (highest dose often 38.3 µM), for inactives: top-dose activity change, negative = inhibition, usual class: inhibitors; P43220; note: % is set by controls: 0 for no effect and ±100 for the full control effect; nearly all actives have a fitted effect of over 55% in size
Target sequence (P43220 whole entry, looked up): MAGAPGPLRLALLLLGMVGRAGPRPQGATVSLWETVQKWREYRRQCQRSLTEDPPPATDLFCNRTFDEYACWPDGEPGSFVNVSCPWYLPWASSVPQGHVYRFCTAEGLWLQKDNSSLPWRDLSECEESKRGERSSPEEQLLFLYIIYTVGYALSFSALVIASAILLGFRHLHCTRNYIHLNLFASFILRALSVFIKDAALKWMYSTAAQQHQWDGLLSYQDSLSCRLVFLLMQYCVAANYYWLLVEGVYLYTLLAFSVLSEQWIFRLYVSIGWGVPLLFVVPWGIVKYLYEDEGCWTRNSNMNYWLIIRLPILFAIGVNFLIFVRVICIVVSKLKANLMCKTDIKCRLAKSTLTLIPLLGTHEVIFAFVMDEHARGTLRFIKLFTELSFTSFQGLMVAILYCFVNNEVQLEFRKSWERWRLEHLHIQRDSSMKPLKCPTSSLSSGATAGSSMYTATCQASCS
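Cells are plated, allowed 12 hours at 37 deg C, then treated with compounds for 24 hr before luciferase detection reagent is added and luminescence is read after 12 min at room temperature. The HEK293 line carries constitutively active GLP-1R with a cAMP-responsive reporter.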
HEK293 tox: cytotoxic in the GLP-1 receptor inverse agonist counter-screen; AID 624418; Potency, µM (highest dose often 38.3 µM), without a hit: at the highest dose activity change, negative = inhibition, actives largely listed as inhibitors; 410,000 tested, 0.13% active; HEK293 cAMP-luciferase reporter cells, luminescence, 24 h;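 note: loss of luciferase light is scored as toxicity; % is set by controls: 0 for no effect and ±100 for the full control effect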
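Here, cytotoxicity is scored as loss of luminescence. The MLSMR collection was tested on cells seeded in medium containing 10% Nu serum, with a 24 hr compound exposure preceded by 12 hours of culture.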
TDP43 rescue: rescues yeast growth from TDP-43 toxicity | 410,000 tested, 1.8% active | TDP-43 expressing yeast growth rescue, BacTiter-Glo, 24 h | Potency, µM (highest dose often 46.1 µM), without a hit: at the highest dose growth rescue (activation), most hits filed as activators; note: % of control where 0% means no effect; nearly all actives have a fitted effect of over 50% in size
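Cell-based yeast growth screen: TDP-43 expression induced in galactose, inoculum OD600=0.02 after raffinose pregrowth to mid-log. Read-out BacTiter-Glo luminescence at 24 hr, 30 deg C; inhibition of toxicity seen as signal increase.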
SW480 rereplic: DNA re-replication induction in SW480 cells. SW480 DNA re-replication, Hoechst DNA content imaging, 48 h. Potency, µM (top dose mostly 46.1 µM), for the others: at the highest dose re-replication activation, most hits filed as activators. 340,000 tested, 1.8% active. AID 624297; note: % of control where 0% means no effect; nearly all actives have a fitted effect of over 55% in size
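Image-based DNA-content assay: after two days of treatment, nuclei were labelled with the DNA dye Hoechst and imaged, and hits were compounds raising the count of nuclei showing high fluorescence intensity.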
GLP1R ag: agonists of human GLP-1 receptor; 380,000 tested, 0.007% active; HEK293 GLP-1R CRE-luciferase, luminescence, 4-6 h; cells express a hypersensitive GLP-1R form; P43220; Potency, µM (top dose mostly 45.6 µM), inactives show at the highest dose activation, hits mostly activators; AID 624172; note: % of control where 0% means no effect
An asterisk follows results filed as active; [ ] = remark or other dose. Calls come from the whole dose curve; as a rule, active = well fitted curve in the direction sought with a large enough effect; inconclusive = small, poorly fitted or top-dose-only effect, or another doubt; inactive = no such curve, though single readings can be large; an effect the other way counts as inactive or inconclusive. Potency is the fitted concentration of half-maximal effect.

For O=[N+]([O-])c1ccc(N2CCOCC2)cc1NCc1ccccc1 the results were KB-V1 cytotox -1%, KB-3-1 cytotox 5%, HT1080-NT tox -21%, HT1080 IDH1KD tx -17%, GLP1R inv ag 60%[activator], HEK293 tox inconclusive, TDP43 rescue inconclusive, SW480 rereplic -1% and GLP1R ag 4%.
For O=C1OC2CCC1(c1ccccc1)C2 (centres undefined) the results were KB-V1 cytotox 10%, KB-3-1 cytotox -2%, HT1080-NT tox -3%, HT1080 IDH1KD tx -2%, GLP1R inv ag 13%, HEK293 tox 20%, TDP43 rescue -6%, SW480 rereplic -7% and GLP1R ag 0%.
Screening Cn1nc(C(=O)OCC(=O)N2CCc3ccccc32)c2ccccc2c1=O returned KB-V1 cytotox 1%, KB-3-1 cytotox -1%, HT1080-NT tox -7%, HT1080 IDH1KD tx -4%, GLP1R inv ag 9%, HEK293 tox 68%[activator], TDP43 rescue 22%, SW480 rereplic 1% and GLP1R ag 1%.
Screening O=C(O)[C@H]1CCCC[C@H]1C(=O)Nc1cc([N+](=O)[O-])ccc1F returned KB-V1 cytotox -4%, KB-3-1 cytotox 0%, HT1080-NT tox 15%, HT1080 IDH1KD tx 14%, GLP1R inv ag 21%, HEK293 tox 0%, TDP43 rescue 7%, SW480 rereplic -7% and GLP1R ag 9%.
Screening COc1ccc(C)cc1NC(=O)CN1CCCC1c1ccc2c(c1)OCCCO2 (centres undefined) returned KB-V1 cytotox inconclusive, KB-3-1 cytotox 1%, HT1080-NT tox 1%, HT1080 IDH1KD tx -17%, GLP1R inv ag inconclusive, HEK293 tox 9%, TDP43 rescue -10%, SW480 rereplic -6% and GLP1R ag 1%.
`COc1ccc(COc2ccc(C3C(S(=O)(=O)c4ccccc4)CON3C)cc2OC)cc1` (centres undefined) gave KB-V1 cytotox -21%, KB-3-1 cytotox -5%, HT1080-NT tox 3%, HT1080 IDH1KD tx 1%, GLP1R inv ag -25%, HEK293 tox 1%, TDP43 rescue -7%, SW480 rereplic -14% and GLP1R ag 3%.
`CCc1ccc(C(=O)Nc2ccc(OC)c(S(=O)(=O)N3CCCCC3)c2)cc1` gave KB-V1 cytotox -9%, KB-3-1 cytotox inconclusive, HT1080-NT tox -24%, HT1080 IDH1KD tx inconclusive, GLP1R inv ag inconclusive, HEK293 tox 13%, TDP43 rescue -5%, SW480 rereplic -26% and GLP1R ag 14%.
Screening Cc1ccc(OCC(=O)Nc2ccccc2C(=O)OCc2cc(=O)n3nc(C4CC4)sc3n2)cc1 returned KB-V1 cytotox 0%, KB-3-1 cytotox -10%, GLP1R inv ag 8%, HEK293 tox -1% and TDP43 rescue 8%.
`CC(C)CSc1nnc2c3ccccc3n(C)c2n1` gave KB-V1 cytotox -12%, KB-3-1 cytotox -30%, HT1080-NT tox -6%, HT1080 IDH1KD tx -21%, GLP1R inv ag inconclusive, HEK293 tox 15%, TDP43 rescue inconclusive, SW480 rereplic 6% and GLP1R ag 20%.
`Cc1nc(N)nc(N)c1CCCc1ccc(Cl)c(Cl)c1` gave KB-V1 cytotox inconclusive, KB-3-1 cytotox inconclusive, HT1080-NT tox 8.2µM*, HT1080 IDH1KD tx 1.2µM*, GLP1R inv ag 7.1µM*, HEK293 tox -30%, TDP43 rescue -20%, SW480 rereplic -135%[inhibitor] and GLP1R ag 11%.
`O=C(COc1coc(CN2CCCc3ccccc32)cc1=O)Nc1ccc([N+](=O)[O-])cc1` gave KB-V1 cytotox 1%, KB-3-1 cytotox -21%, HT1080-NT tox -7%, HT1080 IDH1KD tx -4%, GLP1R inv ag -12%, HEK293 tox 5%, TDP43 rescue -8%, SW480 rereplic 2% and GLP1R ag 5%.
CSc1ccc(CN(C)CC(=O)NCCc2ccccc2)cc1 was read as KB-V1 cytotox inconclusive, KB-3-1 cytotox -9%, HT1080-NT tox -21%, HT1080 IDH1KD tx -15%, GLP1R inv ag -1%, HEK293 tox -3%, TDP43 rescue -10%, SW480 rereplic -1% and GLP1R ag 17%.
Screening O=C(NC(=S)NC1CC1)c1cccnc1 returned KB-V1 cytotox 9%, KB-3-1 cytotox 23%, HT1080-NT tox 3%, HT1080 IDH1KD tx 4%, GLP1R inv ag 0%, HEK293 tox 1%, TDP43 rescue -3%, SW480 rereplic -6% and GLP1R ag -2%.
`O=C(CSC1=NCCS1)Nc1cccc(F)c1` gave KB-V1 cytotox 1%, KB-3-1 cytotox 0%, HT1080-NT tox -2%, HT1080 IDH1KD tx 0%, GLP1R inv ag -12%, HEK293 tox -4%, TDP43 rescue inconclusive, SW480 rereplic -2% and GLP1R ag 4%.
For CC1(C)CC2CC(C)(CN2C(=O)c2ccccc2)C1 (centres undefined) the results were KB-V1 cytotox inconclusive, KB-3-1 cytotox -5%, HT1080-NT tox 2%, HT1080 IDH1KD tx 1%, GLP1R inv ag -12%, HEK293 tox 0%, TDP43 rescue -4%, SW480 rereplic -6% and GLP1R ag -1%.
CCOc1ccccc1C(=O)NCC(=O)NNC(=O)CN(C)S(=O)(=O)c1ccc(Cl)cc1 was read as KB-V1 cytotox 1%, KB-3-1 cytotox -7%, HT1080-NT tox inconclusive, HT1080 IDH1KD tx -12%, GLP1R inv ag -22%, HEK293 tox 11%, TDP43 rescue -20%, SW480 rereplic 10% and GLP1R ag 7%.
Screening CN(Cc1ccccc1)C(=O)CCC1CCN(S(C)(=O)=O)CC1 returned KB-V1 cytotox inconclusive, KB-3-1 cytotox 3%, HT1080-NT tox 3%, HT1080 IDH1KD tx 1%, GLP1R inv ag 19%, HEK293 tox -10%, TDP43 rescue 2%, SW480 rereplic -5% and GLP1R ag 2%.
Screening Cc1cccc(OCC(=O)N(Cc2cccs2)C2CCS(=O)(=O)C2)c1C (centres undefined) returned KB-V1 cytotox 0%, KB-3-1 cytotox 4%, HT1080-NT tox -4%, HT1080 IDH1KD tx -1%, GLP1R inv ag inconclusive, HEK293 tox 3%, TDP43 rescue -2%, SW480 rereplic -6% and GLP1R ag 12%.
`Cc1ccc2oc(=O)c(/C=C(\O)c3sc(C)nc3C)nc2c1` gave KB-V1 cytotox 0%, KB-3-1 cytotox -10%, HT1080-NT tox 2%, HT1080 IDH1KD tx 0%, GLP1R inv ag 138%[activator], HEK293 tox -3%, TDP43 rescue -27%, SW480 rereplic -4% and GLP1R ag 8%.
Screening CCOC(=O)C1CCN(S(=O)(=O)c2ccc3[nH]c(=O)c(=O)[nH]c3c2)CC1 returned KB-V1 cytotox 9%, KB-3-1 cytotox 2%, HT1080-NT tox 17%, HT1080 IDH1KD tx 17%, GLP1R inv ag 7%, HEK293 tox 17%, TDP43 rescue 1%, SW480 rereplic -1% and GLP1R ag 0%.
Screening CC(C)(C)c1ccc(OC(=O)Cn2c(C(F)(F)F)nc3ccccc32)cc1 returned KB-V1 cytotox 16%, KB-3-1 cytotox 4%, HT1080-NT tox 5%, HT1080 IDH1KD tx 7%, GLP1R inv ag -1%, HEK293 tox 29%, TDP43 rescue 16%, SW480 rereplic -4% and GLP1R ag -11%.

In the list so far, two contain two or more sulfur atoms.
`O=C(CSC1=NCCS1)Nc1cccc(F)c1` gave KB-V1 cytotox 1%, KB-3-1 cytotox 0%, HT1080-NT tox -2%, HT1080 IDH1KD tx 0%, GLP1R inv ag -12%, HEK293 tox -4%, TDP43 rescue inconclusive, SW480 rereplic -2% and GLP1R ag 4%.
Screening Cc1cccc(OCC(=O)N(Cc2cccs2)C2CCS(=O)(=O)C2)c1C (centres undefined) returned KB-V1 cytotox 0%, KB-3-1 cytotox 4%, HT1080-NT tox -4%, HT1080 IDH1KD tx -1%, GLP1R inv ag inconclusive, HEK293 tox 3%, TDP43 rescue -2%, SW480 rereplic -6% and GLP1R ag 12%.

By substructure, the compounds so far with fluorine
Screening O=C(O)[C@H]1CCCC[C@H]1C(=O)Nc1cc([N+](=O)[O-])ccc1F returned KB-V1 cytotox -4%, KB-3-1 cytotox 0%, HT1080-NT tox 15%, HT1080 IDH1KD tx 14%, GLP1R inv ag 21%, HEK293 tox 0%, TDP43 rescue 7%, SW480 rereplic -7% and GLP1R ag 9%.
`O=C(CSC1=NCCS1)Nc1cccc(F)c1` gave KB-V1 cytotox 1%, KB-3-1 cytotox 0%, HT1080-NT tox -2%, HT1080 IDH1KD tx 0%, GLP1R inv ag -12%, HEK293 tox -4%, TDP43 rescue inconclusive, SW480 rereplic -2% and GLP1R ag 4%.
Screening CC(C)(C)c1ccc(OC(=O)Cn2c(C(F)(F)F)nc3ccccc32)cc1 returned KB-V1 cytotox 16%, KB-3-1 cytotox 4%, HT1080-NT tox 5%, HT1080 IDH1KD tx 7%, GLP1R inv ag -1%, HEK293 tox 29%, TDP43 rescue 16%, SW480 rereplic -4% and GLP1R ag -11%.

Screening results: PubChem, National Center for Advancing Translational Sciences (NCATS)
